From PubChem BioAssay
GPR55 activation: GPR55 agonists via beta-arrestin recruitment, primary screen, imaging, U2OS cells, beta-arrestin-GFP redistribution (AID 1961); U2OS GPR55 beta-arrestin-GFP redistribution imaging; higher % means a stronger effect; actives 0.048% (n = 290,000); activation, % at 10 µM, or EC50 in µM where a hit was titrated;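 active = activation above 40% with more than 50 cells counted in the well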;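 also: U2OS osteosarcoma cells stably expressing GPR55 and beta-arrestin-GFP; plate controls were DMSO negative control for no effect and LPI positive control for full effect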
NOD1 NF-kB reporter: NOD1 signaling inhibitors, primary screen, cell-based, luminescence, uHTS (AID 1578). actives 1% (n = 290,000). NOD1-driven NF-kB luciferase reporter cells, luminescence; higher % means a stronger effect. one-dose inhibition, % at 4 µM; EC50 in µM for titrated hits; in the data active = inhibition mostly above about 36%, no sharp cut-off; inactive = mostly below about 34%;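 also: HEK-293T reporter cells stimulated with the NOD1 agonist gamma-tri-DAP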
ER stress rescue: rescue of cells from ER stress-induced death, primary screen, 384-well, CSM14.1, thapsigargin, ATP luminescence (AID 1222) | 190,000 tested, under 10 active | one-dose cellular ATP content (survival), % at 20 µM; EC50 in µM for titrated hits | CSM14.1 thapsigargin-induced death rescue, ATP luminescence; higher % means a stronger effect;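 active = EC50 below 50 µM in the dose-response confirmation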;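 also: death triggered by thapsigargin at about 15 µM added after 2 h compound pretreatment; cell ATP read after overnight thapsigargin exposure of roughly 18 to 22 hours; normalized against plate controls of thapsigargin alone and 5% DMSO vehicle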
NTR1 ag: agonists of NTR1, primary screen, imaging, U2OS cells, beta-arrestin-GFP, high content (AID 493036); Neurotensin receptor type 1 (Homo sapiens), P30989; NTR1-U2OS beta-arrestin-GFP spot imaging, agonist mode; actives 0.17% (n = 330,000); activation, % at 20 µM;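 active = activation at or above 40% of the spot to cytoplasm intensity ratio, with at least 20 cells analyzed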;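 also: 0% = DMSO without peptide and 100% = 100 nM NTR1 peptide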
Target sequence (P30989 whole entry, looked up): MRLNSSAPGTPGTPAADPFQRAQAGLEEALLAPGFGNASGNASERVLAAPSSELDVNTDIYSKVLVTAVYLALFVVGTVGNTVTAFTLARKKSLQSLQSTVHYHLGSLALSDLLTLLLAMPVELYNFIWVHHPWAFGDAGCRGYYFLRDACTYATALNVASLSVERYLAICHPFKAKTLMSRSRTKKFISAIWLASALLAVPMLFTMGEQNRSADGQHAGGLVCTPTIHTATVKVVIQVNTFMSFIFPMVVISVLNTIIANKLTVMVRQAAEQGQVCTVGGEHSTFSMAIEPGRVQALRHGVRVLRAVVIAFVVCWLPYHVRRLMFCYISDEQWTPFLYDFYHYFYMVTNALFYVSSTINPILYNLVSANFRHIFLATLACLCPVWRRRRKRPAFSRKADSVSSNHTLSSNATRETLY
TNAP activation fold: human TNAP enzyme activators, primary screen, biochemical, luminescent, no phosphate acceptor, uHTS (AID 1001). Alkaline phosphatase, tissue-nonspecific isozyme (Homo sapiens). actives 0.03% (n = 200,000). activation fold at 20 µM; hits with a dose series show EC50 in µM. purified TNAP, luminescent activation assay, no phosphate acceptor; higher activation fold means a stronger effect; in the data active = activation fold from about 3, or a potency from the dose series; inactive = the rest, 99 in 100 with activation fold below about 1.6; also: many of its hits are not listed in these tables
NOD2 inhibition: NOD2 signaling inhibitors, cell-based, luminescence, uHTS, HEK293 (AID 1566); HEK293 NOD2/NF-kB luciferase reporter, luminescence; higher % means a stronger effect; inhibition, % at 4 µM, or EC50 in µM where a hit was titrated; actives 0.63% (n = 290,000); also: many of its hits are not listed in these tables
Yfh1-depleted yeast: enhancers of respiration in Yfh1-depleted yeast, dose response, Friedreich's ataxia, plus single-dose screen (AID 1465) | S. cerevisiae Yfh1-off respiration, WST-1 reduction, 72 h; higher fold induction means a stronger effect | one-dose fold induction at 50 µM; EC50 in µM for titrated hits | actives 0.074% (n = 220,000);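 active = fold induction of absorbance versus untreated yeast above a set limit, then at least 30% activation at any dose in follow-up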;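 also: activators that raise dye reduction in frataxin-depleted yeast; strong numbers were not always called active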
KOR beta-arrestin-1: KOR antagonists, beta-arrestin recruitment, cell-based, luminescence, uHTS (AID 1778) | Kappa-type opioid receptor (Homo sapiens) | KOR beta-arrestin recruitment, luminescence, antagonist mode; higher % means a stronger effect | one-dose inhibition, % at 10 µM; IC50 in µM for titrated hits | actives 0.091% (n = 290,000); also: strong numbers were not always called active
KOR beta-arrestin-2: KOR agonists, beta-arrestin recruitment, primary screen, cell-based, luminescence, uHTS (AID 1777). KOR beta-arrestin recruitment, luminescence; higher % means a stronger effect. activation, % at 10 µM; hits with a dose series show EC50 in µM. actives 0.02% (n = 280,000); in the data active = activation above about 50%, passing the limit was not always enough; also: a part of the inactive calls stands beside numbers as strong as those of hits
NTR1 ag cell count 20 µM: further read-out of NTR1 ag, marked with its call; cell count; measured here: cell count, cytotoxicity flag
Numbers without * were called inactive; i = inactive; . = no result given; [ ] = remark or other dose. Rule as the data show it, unless noted: active = inhibition above about 50%; inactive = the rest. Some of the compounds tested, so the mix of outcomes need not match the whole.

cpd | Structure | NOD1 NF-kB reporter | GPR55 activation | ER stress rescue | NTR1 ag | KOR beta-arrestin-1 | TNAP activation fold | Yfh1-depleted yeast | NOD2 inhibition | KOR beta-arrestin-2 | NTR1 ag cell count 20 µM
1 | CSc1nnc2c(n1)OC(C)N(C(=O)c1ccccc1)c1ccccc1-2 (stereo not drawn) | -12% | 0.0% | 4.8% | -1.5 | -33% | 1 | i | -53% | 1.0% | 96
2 | COc1cccc(C2Nc3ccccc3C(=O)N2c2ccc(F)cc2)c1O (stereo not drawn) | -6% | -0.1% | . | 0.4 | 24% | . | . | -60% | -0.2% | 73
3 | Cc1cc[n+](-c2nc3ccccc3nc2[N-]S(=O)(=O)c2cccs2)cc1C | -33% | 0.2% | -1.8% | 0.2 | 9% | 1.1 | i | 12% | -4.9% | 61
4 | COc1ccc(CN2CCCC(C(=O)Nc3cccc(-n4cccn4)c3)C2)cc1 (stereo not drawn) | -10% | -0.1% | . | 1.8 | 18% | . | . | -14% | 4.9% | 61
5 | Cc1ccc(C)c(OCCCCCn2ccnc2)c1 | -16% | -0.3% | -0.6% | 0.2 | -7% | 1 | i | 14% | -3.7% | 44
6 | Cc1cc2nc(-c3ccc(SCc4ccc(C(=O)O)cc4)nc3)[nH]c2cc1C | -22% | -0.2% | -2.1% | . | -26% | 1.1 | i | -19% | -2.8% | .
7 | CN(CC(O)COCc1ccc2c(c1)OCO2)C1CCCCC1 (stereo not drawn) | -23% | 0.1% | -4.3% | 1.8 | 8% | 1.2 | i | 11% | -2.5% | 87
8 | Nc1nonc1C(=O)NCCNCc1cc(Br)ccc1OCc1ccc(F)cc1 | -21% | -0.1% | -0.2% | 5.1 | 13% | 1.1 | i | 15% | 0.3% | 96
9 | N#Cc1nc(-c2ccc([N+](=O)[O-])cc2)oc1N1CCCCC1 | -3% | 0.4% | . | 0.1 | -29% | . | . | 1% | 0.3% | 88
10 | Cc1ccccc1NS(=O)(=O)c1cc2c3c(c1)CC(=O)N3CCC2 | -9% | -0.1% | . | -0.8 | -19% | . | . | 6% | -4.7% | 68
11 | COc1cc(/C=C(/C#N)C(=O)NCc2ccccc2)cc(OC)c1OC | 12% | -0.3% | . | 4.9 | -16% | . | . | -7% | 1.9% | 56
12 | O=C(Nc1ccc2c(c1)OCCO2)c1ccc(Cl)cc1Cl | -38% | 0.0% | . | 2.2 | -48%[20 µM] | . | . | -149% | 1.5% | 64
13 | CN(C)/C=C(/C(=O)c1ccc(F)cc1)S(=O)(=O)c1ccc(F)cc1 | -29% | 0.3% | 0.6% | -0.1 | -84%[20 µM] | 1 | i | -8% | 7.2% | 51
14 | Cc1cccc2cc(CN(C(=O)c3cccs3)c3ccccc3)c(=O)[nH]c12 | -19% | 0.3% | -0.4% | 2.3 | -43% | 1.1 | i | 20% | 14% | 60
15 | N#C/C(=C(/O)CCl)c1nc(-c2ccccc2)cs1 | -4% | -0.2% | . | 3.7 | -21% | . | i | -18% | 1.5% | 66
16 | COC(=O)c1ccc(CSc2nc3c(cnn3-c3ccc(Cl)cc3)c(=O)[nH]2)o1 | -25% | -0.2% | 1.8% | . | 7% | 1 | i | 12% | -0.3% | .
17 | O=C(Nc1cc(F)ccc1F)C1CCCN1S(=O)(=O)c1cccc2nsnc12 (stereo not drawn) | 0% | -0.2% | . | -0.4 | 2% | . | . | 10% | -2.3% | 58
18 | Cc1cc(Br)ccc1NC(=O)c1ccccc1-c1ccccc1 | -14% | 0.4% | -0.2% | 11 | -33% | 1.1 | i | -2% | -4.4% | 57
19 | COc1ccc(/C=N/Nc2nc(C)cc(-c3ccccc3)n2)cc1OC | -13% | -0.2% | . | 2.2 | 10% | . | . | 11% | -1.4% | 67
20 | O=C(NCc1ccccc1)[C@@H]1C[C@H]1[C@@H](NP(=O)(c1ccccc1)c1ccccc1)c1ccccc1 | -8% | -0.1% | -4.7% | 0.9 | 25% | 1.3 | i | 16% | -1.7% | 90

Copied from the list:
entry 8 – NTR1 ag: 5.1
entry 17 – NOD1 NF-kB reporter: 0%

The main list resumes with the 2 entries that preceded the break.
cpd | Structure | NOD1 NF-kB reporter | GPR55 activation | ER stress rescue | NTR1 ag | KOR beta-arrestin-1 | TNAP activation fold | Yfh1-depleted yeast | NOD2 inhibition | KOR beta-arrestin-2 | NTR1 ag cell count 20 µM
19 | COc1ccc(/C=N/Nc2nc(C)cc(-c3ccccc3)n2)cc1OC | -13% | -0.2% | . | 2.2 | 10% | . | . | 11% | -1.4% | 67
20 | O=C(NCc1ccccc1)[C@@H]1C[C@H]1[C@@H](NP(=O)(c1ccccc1)c1ccccc1)c1ccccc1 | -8% | -0.1% | -4.7% | 0.9 | 25% | 1.3 | i | 16% | -1.7% | 90
21 | COc1ccc([N+](=O)[O-])cc1NC(=O)C(C)OC(=O)/C=C/c1ccco1 (stereo not drawn) | -7% | 0.0% | 3.6% | 3.7 | 20% | 1 | i | 4% | -0.3% | 48
22 | CCOC(=O)n1c(O)c(N=NC(N)=S)c2cc(C)ccc21 | -12% | 0.0% | . | -0.3 | -8% | . | i | 0% | 3.0% | 60
23 | Cc1ccccc1-n1nc2c(c1NC(=O)c1cc3ccccc3oc1=O)CS(=O)(=O)C2 | -1% | 0.1% | -1.9% | 1.8 | -14% | 0.9 | i | 11% | -2.3% | 88
24 | COC(=O)c1c(C)[nH]c(C(=O)C(C)Sc2nnc(-c3cc(OC)c(OC)c(OC)c3)o2)c1C (stereo not drawn) | -4% | -0.2% | -1.7% | -0.1 | 13% | 1 | i | 29% | 3.5% | 44
25 | COc1ccc(C(=O)ON=C2CCN(c3ccc([N+](=O)[O-])cc3)CC2)cc1 | 0% | 0.0% | -1.2% | -0.9 | 20% | 1 | i | -3% | -0.6% | 91
26 | CCOc1ccccc1NS(=O)(=O)c1cccs1 | -12% | 0.3% | -2.0% | -1.2 | 22% | 1.1 | i | 16% | -2.4% | 52
27 | Cc1oc(-c2ccccc2F)nc1CN1CCC(C(=O)NCCC2=CCCCC2)CC1 | -6% | -0.1% | -0.5% | 0.9 | 14% | 1.2 | i | 9% | -0.3% | 65
28 | COc1ccc(CCNC(=O)c2n[nH]c(=O)c3ccccc23)cc1 | . | -0.3% | -2.2% | -1.1 | -34% | 1 | i | 0% | 2.6% | 39
29 | Cc1sc2ncn(CC(=O)N3CCC(C(N)=O)CC3)c(=O)c2c1S(=O)(=O)N1CCOCC1 | -26% | -0.1% | . | 0.6 | -8% | . | . | 6% | -3.7% | 33
30 | CCOC(=O)C1(CCCc2ccccc2)CCN(C(=O)CCC2=NNC(=O)CC2)CC1 | -35% | -0.2% | -1.6% | 0.5 | 0% | 1.1 | i | -18% | -1.3% | 95
31 | Cc1cc(C)c(C(=O)N2CCCC(N3CCN(c4cccc(C(F)(F)F)c4)CC3)C2)o1 (stereo not drawn) | 15% | 0.3% | . | 0.5 | 3% | . | . | 22% | 2.0% | 70
32 | Cc1nnc(NC(=O)Cn2nc(C)c3ccccc3c2=O)s1 | -22% | 0.2% | -0.4% | -0.3 | -14%[20 µM] | 1.1 | i | 0% | . | 41
33 | CCNC(=S)N/N=C(\C)c1cccc(OC)c1 | -6% | -0.3% | -2.3% | 1.1 | -7% | 1.1 | i | 6% | -3.2% | 53
34 | O=Cc1c(-c2ccc(F)cc2)nc2ccccn12 | -44% | 0.9% | . | 0.0 | -19% | 1.1 | i | -36% | -1.2% | 43
35 | COc1ccc(NC(=O)c2ccc(COc3ccccc3OC)o2)cc1OC | 9% | -0.1% | -0.8% | 0.3 | -22% | 1 | i | -28% | 3.5% | 65
36 | Cc1occc1C(=O)NCCCCNC(=O)c1ccoc1C | -8% | -0.1% | -2.5% | 1.1 | -4% | 1 | i | 2% | 0.5% | 92
37 | NCCCC[C@H]1CN=C(N)N1CCC12CC3CC(CC(C3)C1)C2 | 2% | 0.7% | . | -2.2 | 18% | . | i | 12% | -3.2% | 101
38 | O=[N+]([O-])c1ccc(-c2cnc(NO)nc2)cc1 | -8% | -0.2% | -0.1% | 0.5 | -4% | 1 | i | 3% | -1.2% | 50
39 | COc1cccc(NC(=O)CN2C(=O)NC(C)(CCC(C)C)C2=O)c1 (stereo not drawn) | -4% | 0.2% | . | -0.5 | -34% | 1 | i | -4% | 5.7% | 90
40 | CCN1CCN(Cc2ccc(NC(=O)c3ccc(C)c(NC(=O)c4csc(-c5ccncc5)n4)c3)cc2C(F)(F)F)CC1 | 18% | -0.1% | . | 0.1 | 2% | . | i | -25% | 7.2% | 48
41 | COc1ccc(CN2CCNC(=O)C2CC(=O)N(C)Cc2nccs2)cc1OC (stereo not drawn) | 4% | -0.1% | . | -0.9 | 0% | . | . | -5% | 6.2% | 72
42 | Cc1ccc(C(=O)Nc2ccccc2C(=O)NC2CCCCC2)cc1S(=O)(=O)N1CCOCC1 | -17% | -0.1% | -0.8% | 3.1 | -10% | 1.1 | i | 13% | 3.8% | 69
43 | COc1ccccc1NC(=O)CSc1ccc2nnc(-c3ccncc3)n2n1 | 0% | -0.1% | -0.7% | -1.4 | -18% | 0.8 | i | 8% | 0.0% | 95
44 | O=C(CC(c1ccccc1)c1ccccc1)Nc1ccc(Cl)cn1 | 9% | -0.1% | -2.3% | -0.2 | 31% | 1.1 | i | -50% | -0.6% | 34
45 | COC(=O)C(C)Sc1ncnc2c1c(-c1ccccc1)cn2-c1ccc(OC)cc1 (stereo not drawn) | 1% | 0.5% | 2.2% | 0.1 | 15% | 1.1 | . | 20% | -2.4% | 38
46 | CCc1ccc(OCC(=O)NC(=S)Nc2ccc(F)cc2)c(Br)c1 | -2% | -0.1% | 1.3% | 0.2 | -2% | 1.1 | i | -10% | 1.4% | 49
47 | Cc1ccnc2nc(C(=O)OCC(=O)N(CC(C)C)CC(C)C)nn12 | -35% | 0.0% | -0.7% | 1.8 | -2% | 1.1 | i | 4% | 3.3% | 55
48 | Cc1nc(Cl)sc1C(=O)Nc1cccc2ccccc12 | -3% | -0.1% | -1.3% | 4.6 | -14% | 1.1 | i | 12% | -1.5% | 68
49 | CCOC(=O)c1nc(-c2ccc(OC)c(OC)c2)cnc1C#N | -14% | -0.2% | -3.2% | 2.3 | -46% | 1 | i | -12% | 4.2% | 76
50 | Cc1ccc(NC(=O)CSCc2cc(=O)n3ccsc3n2)c(C)c1 | -16% | 0.2% | . | 0.0 | -24% | . | . | 5% | 3.4% | 64
51 | COc1ccc2c(c1)N(C(=O)CN1C(=O)C3CCCCC3C1=O)C(C)(C)C=C2C (stereo not drawn) | -26% | 0.2% | -2.5% | 0.7 | -7% | 1 | i | -5% | -5.3% | 55
52 | COc1cccc(/C=C/c2nc3c(cnn3-c3ccccc3)c(=O)[nH]2)c1 | -42% | -0.1% | 0.7% | 5.4 | -136%[20 µM] | 1.9 | i | -10% | 7.7% | 70
53 | COC(=O)c1cccc(NC(=O)c2cnccn2)c1 | -39% | 1.2% | . | 0.4 | -20%[20 µM] | . | . | -1% | 2.5% | 44
